From PubChem
KAT2A inh = GCN5L2 (KAT2A) acetyltransferase inhibition; Q92830; Potency, µM (series often up to 58.9 µM), without a hit: at the highest dose activity change, negative = inhibition, most hits filed as inhibitors; AID 504327; 0.21% of 390,000 active; GCN5L2 HAT assay, ThioGlo1 CoA-SH fluorescence
Target sequence (Q92830 whole entry, looked up): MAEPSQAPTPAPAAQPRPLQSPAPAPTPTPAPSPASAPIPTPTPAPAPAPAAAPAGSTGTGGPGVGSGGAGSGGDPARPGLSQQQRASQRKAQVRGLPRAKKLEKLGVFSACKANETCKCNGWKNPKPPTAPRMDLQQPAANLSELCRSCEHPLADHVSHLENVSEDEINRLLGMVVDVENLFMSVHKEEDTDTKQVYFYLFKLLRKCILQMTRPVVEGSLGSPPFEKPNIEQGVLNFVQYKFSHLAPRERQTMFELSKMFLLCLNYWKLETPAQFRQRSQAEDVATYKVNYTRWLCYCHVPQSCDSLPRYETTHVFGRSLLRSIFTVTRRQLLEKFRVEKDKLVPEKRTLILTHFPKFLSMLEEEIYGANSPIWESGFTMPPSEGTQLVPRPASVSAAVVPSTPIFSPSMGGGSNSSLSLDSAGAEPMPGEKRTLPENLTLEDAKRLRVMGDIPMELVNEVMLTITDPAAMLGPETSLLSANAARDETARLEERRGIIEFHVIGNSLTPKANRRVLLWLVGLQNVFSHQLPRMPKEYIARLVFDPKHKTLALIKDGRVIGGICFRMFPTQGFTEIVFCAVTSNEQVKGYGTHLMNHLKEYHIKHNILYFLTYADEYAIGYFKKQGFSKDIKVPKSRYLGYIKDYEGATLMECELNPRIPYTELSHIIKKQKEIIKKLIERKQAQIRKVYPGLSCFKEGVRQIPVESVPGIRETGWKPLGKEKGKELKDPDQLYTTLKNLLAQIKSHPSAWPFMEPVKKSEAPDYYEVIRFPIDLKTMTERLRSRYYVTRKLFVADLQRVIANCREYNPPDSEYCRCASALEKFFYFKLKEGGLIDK
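GCN5L2 (20nM final) in 50mM HEPES, 0.1mM EDTA pH 7.5, 0.01% Tween-20 was preincubated 15 min at room temperature with compound, then given ThioGlo1 (50uM), H3(1-25) peptide (75uM) and acetyl-CoA (70uM); CoA-thiol fluorescence (Ex340/Em540) was read at 0 and 20 min.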
DT40 TDP1 no CPT = qHTS for Inhibitors of human tyrosyl-DNA phosphodiesterase 1 (TDP1): qHTS in cells in absence of CPT; DT40 Tdp1-/- hTDP1 cells, no CPT, ATP luminescence, 48 h; Potency, µM (highest dose often 46.2 µM), inactives show at the highest dose activity change, negative = growth inhibition, hits mostly inhibitors; 15% of 420,000 active; note: nearly all actives have a fitted effect of over 55% in size
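Chicken DT40 Tdp1-/- cells complemented with human TDP1, screened without camptothecin (DMSO vehicle only), 400 cells/well. Compounds pin-transferred, cells incubated at 37 °C for at least 48 hr. Growth read as ATP-dependent luminescence (CellTiter-Glo, 30 min at RT).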
TDP1 inh = blocks human tyrosyl-DNA phosphodiesterase 1. Q9NUW8. recombinant TDP1, AlphaScreen DNA substrate cleavage. Potency, µM (series often up to 130 µM), without a hit: at the highest dose activity change, negative = inhibition, most hits filed as inhibitors. 0.28% of 350,000 active; note: nearly all actives have a fitted effect of over 40% in size
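Recombinant E. coli-expressed Tdp1 (1 nM) preincubated with compound 15 min at RT, then 5'-biotin/3'-phosphotyrosine-FITC DNA substrate (15 nM) added for 5 min. AlphaScreen beads (10 ug/ml) added, 10 min RT; tyrosine-FITC cleavage read as signal loss.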
An asterisk follows results filed as active; ? = inconclusive; nt = not tested or not shown; & = joins results of further samples; [ ] = remark or other dose. Calls come from the whole dose curve; as a rule, active = well fitted curve in the direction sought with a large enough effect; inconclusive = small, poorly fitted or top-dose-only effect, or another doubt; inactive = no such curve, though single readings can be large; an effect the other way counts as inactive or inconclusive. % is set by controls: 0 for no effect and ±100 for the full control effect; potency is the fitted concentration of half-maximal effect. Only part of the results is shown; the hit share may differ from the screen's.

SMILES	KAT2A inh	DT40 TDP1 no CPT	TDP1 inh
COc1ccc(NS(=O)(=O)c2cccc(C(=O)NCC3CCCO3)c2)cc1 (stereo unspecified)	-2%	-8%	nt
Cc1ccccc1NC(=O)CCNS(=O)(=O)c1cccc2nsnc12	-3%	-18%	7%
CCc1oc(C(=O)O)cc1CN(CC)CC	nt	2%	4%
CCCN1C(=O)c2ccccc2NC1c1ccc(Cl)cc1 (stereo unspecified)	-7%	0%	nt
COc1cc(OC)c(OC)cc1CNCc1ccco1	-7%	-16%	nt
CC1CCCC(N2C(=O)NC(NC(=O)c3ccco3)(C(F)(F)F)C2=O)C1C (stereo unspecified)	-11%	-11%	3%
CC(=O)Nc1ccc(S(=O)(=O)N(C)c2ccc(OCC(=O)OCC(=O)N3CCCCC3)cc2)cc1	-1%	2%	1%
CCOc1ccc(Nc2nnc(-n3nc(C)cc3C)c3ccccc23)cc1	0%	2%	2%
O=C(NCc1ccco1)C1CC(=O)N(c2ccc(F)cc2)C1 (stereo unspecified)	-8%	0%	-1%
CCCN(C(=O)C(NC(=O)c1ccccc1)C(C)C)c1c(N)n(Cc2ccccc2)c(=O)[nH]c1=O (stereo unspecified)	-1%	2%	0%[56.1 µM]
COc1ccc(NC(=S)Nc2ccc(OCc3ccccc3)cc2)cc1OC	2%	?	1%
Cc1ccc(-c2nn3c(C)nnc3s2)cc1NC(=O)c1ccc(-c2cccc(Cl)c2)o1	-24%	18µM*	-1%
O=C(CSc1nc(=O)n2ccccc2n1)N1CCC(Cc2ccccc2)CC1	1%	?	nt
CCNc1nc(C23CC4CC(CC(C4)C2)C3)cs1	-8%	?	4%
COc1cccc(C2C(C(=O)Nc3ccccc3)=C(C)N=c3s/c(=C/c4ccc(OCC(=O)O)cc4)c(=O)n32)c1 (stereo unspecified)	-11%	-19%	-3%
COc1ccc2nc(NC(=O)c3nc(SC(C)C)ncc3Cl)sc2c1	-8%	-6%	5%
CC(=O)NCCNc1ncncc1-c1ccc(N(C)C)cc1	-14%	?	nt
O=C(CN1CCOCC1)NCc1ccccc1Cl	-2%	-2%	nt
Cn1nnnc1SCCNC(=O)C1CCC(=O)N(Cc2ccc(Cl)cc2)C1 (stereo unspecified)	-18%	6%	-3%[56.1 µM]
COc1ccc(-c2cnc(NCc3cc4c(cc3[N+](=O)[O-])OCO4)n2C)cc1	-1%	13µM*	0%
C[C@@H](C(=O)Nc1ccc2ccccc2c1)[C@H]1C[C@]1(C)[C@H](NC(=O)c1cnccn1)c1ccccc1	-4%	?	0%&7%
CCOC(=O)N1CCN(CC(=O)N2c3ccccc3CCc3ccccc32)CC1	-12%	?	-3%
COc1cc(NC(=O)c2ccc(S(=O)(=O)N(C)c3ccccc3)cc2)cc(OC)c1	-12%	16µM*	1%
O=S(=O)(N/N=C1/CC(c2ccccc2)Oc2ccccc21)c1ccc(Br)cc1 (stereo unspecified)	-12%	?	5%
CCc1nnc(NS(=O)(=O)c2ccc(NC(=O)c3cccc4ccccc34)cc2)s1	-2%	9%	3%
O=C(Nc1ccc(F)cc1Cl)C1CCN(C(=O)Nc2ccccc2)CC1	-12%	6%	0%
C=C(C)CSc1cc(C)c(C#N)c2nc3ccccc3n12	?	9.2µM*	-3%
Cc1ccc(NC(=O)CCC(=O)c2cccs2)c(Br)c1	-22%	18%	1%
O=C(c1cc(Sc2ccc(Cl)cc2)nc2ccccc12)N1CCN(c2ccccn2)CC1	-2%	?	7%
Cc1cc(C)c2nc(N3CCCN(C(=O)c4ccco4)CC3)c(C#N)cc2c1	-12%	?	-13%
Cc1cc(C(=O)COC(=O)COc2ccccc2C#N)c(C)n1CC1CCCO1 (stereo unspecified)	-6%	19%	5%
CCC/C(=C1/c2ccccc2C(=O)N1c1ccccc1)c1ccc2c(c1)OCO2	-17%	?	-11%
CCOCCCNC(=O)Cn1cnc2c(cnn2-c2ccc(F)cc2)c1=O	-15%	-6%	nt
Cc1ccc2c(CN3CCN(C(=O)c4ccc(F)cc4)CC3)cc(=O)oc2c1	-28%	-61%	2%
COc1ccc(OCCCn2c(C3CC(=O)N(c4ccc(F)cc4)C3)nc3ccccc32)cc1 (stereo unspecified)	-9%	?	8%
O=C(Oc1ccc2c(c1)OCO2)c1ccc(F)cc1Cl	-6%	-10%	4%
COC(=O)c1ccc(Cn2nc(C)c(Cl)c2C)o1	-7%	0%	1%
CSCCC(NC(N)=O)C(=O)Nc1ccc(F)c(Cl)c1 (stereo unspecified)	-6%	-10%	nt
CCOCCCNC(=O)CCS(=O)(=O)Cc1ccc(C)cc1	?	3%	4%
CC(Sc1ccccc1)C(=O)NCC(c1ccco1)N1CCCCC1 (stereo unspecified)	-3%	?	0%
O=C(CSc1n[nH]c(-c2ccccc2)n1)Nc1ccccc1O	-3%	-1%	1%
CCc1ccc(Nc2nn(-c3ccc(OC(F)(F)F)cc3)nc2C(C)=O)cc1	1%	-10%	-2%
O=C(Nc1ccc(C(=O)OCc2cc(=O)n3nc(C4CC4)sc3n2)cc1)c1ccc(F)cc1	-11%	-25%	-1%
CSc1nc(N)c(C#N)c(-c2ccc(Cl)cc2)c1C#N	-26%	16µM*	4%
COCCn1c(C)c(C)c2c(NCCc3ccccc3)ncnc21	-1%	16µM*	nt
CCN(C[C@H]1N[C@@](Cc2ccccc2)(C(=O)OC)[C@H]2C(=O)N(C)C(=O)[C@@H]12)S(=O)(=O)c1ccccc1	-1%	?	0%
COc1ccc2c(C(=O)CN3CCC(C)CC3)c[nH]c2c1	-3%	12%	0%
COCCNC(=O)C(c1ccccc1C)N(CCOC)C(=O)Cn1nnc2ccccc21 (stereo unspecified)	-2%	-7%	2%
COCCN(C(=O)COC(=O)Cc1ccc(Cl)cc1Cl)c1c(N)n(Cc2ccccc2)c(=O)[nH]c1=O	-3%	-1%	nt
CCC(Oc1ccccc1)C(=O)Nc1nc2ccccc2[nH]1 (stereo unspecified)	0%	?	9%
O=C(CNC(=O)c1ccccc1Cl)NCC(c1cccs1)N1CCOCC1 (stereo unspecified)	0%	-2%	0%
CC(Sc1nncn1C)C(=O)Nc1ccccc1-c1ccccc1 (stereo unspecified)	2%	0%	3%
CN1CCC(N(C)C(=S)NC(=O)c2cc(-c3cccc(Br)c3)nc3ccccc23)CC1	-1%	18µM*	0%
COc1ccccc1CNC(=O)Cc1ccc(OC)c(OC)c1	-5%	-2%	1%
Cc1nc2ccccc2c(=O)n1/N=C/c1ccccc1F	13%	4%	nt
CCOC(=O)c1ccc(S(=O)(=O)NCCN2CCOCC2)cc1	-9%	?	5%
CCn1cc2nc(SCc3cccc(F)c3)n(CCc3ccccc3)c(=O)c2n1	-3%	?	5%
CCc1ccc(NC(=S)N2CCCC2)cc1	3%	3%	2%
Cc1cc(C(=O)NC(C)C2CC2)c(Cl)cc1Cl (stereo unspecified)	-14%	-8%	nt
O=c1[nH][nH]c(-c2ccccc2O)c1C(C[N+](=O)[O-])c1ccc(Br)cc1 (stereo unspecified)	-4%	2.6µM*	11%

(next part)
SMILES	KAT2A inh	DT40 TDP1 no CPT	TDP1 inh
Cn1nccc1C(=O)N1CCOCC1	-11%	25%	2%
O=C(c1ccc2c(c1)N(Cc1ccc(Cl)cc1)C(=O)c1ccccc1S2(=O)=O)N1CCCC1	-6%	26µM*	2%
O=C(NC(Cc1c[nH]c2ccccc12)C(=O)O)c1ccco1 (stereo unspecified)	-2%	-7%	8%
COc1ccc(C(=O)c2cn(CC(=O)Nc3ccc4c(c3)OCO4)c3ccc(OC)cc3c2=O)cc1	2%	?	6%
CC1Cn2c(nnc2-c2cccc(Cl)c2)S1 (stereo unspecified)	-1%	8%	-3%
C/C(=N\NC(=O)c1cccc(Br)c1)c1ccc(Br)cc1	-3%	?	-4%
COc1ccc(NC(=O)CSc2nccn2Cc2ccco2)c(OC)c1	-17%&-2%	-5%&-14%	4%&1%
Cc1csc(C)[n+]1CC(=O)c1ccccc1	-1%	-5%	nt
CCCOc1cccc(C(=O)N(Cc2cc(OC)c(OC)c(OC)c2)C2CCS(=O)(=O)C2)c1 (stereo unspecified)	-1%	-17%	-1%
Cc1cccc(NC(=S)NCCc2ccc(Cl)cc2)c1C	-4%	?	nt
CCSc1ccc(-c2cccc([N+](=O)[O-])c2)nn1	-2%	-19%	6%
O=C(c1ccc(S(=O)(=O)N2CCOCC2)cc1)N1CCN(C2=NS(=O)(=O)c3ccccc32)CC1	-2%	11%	2%
CC(NC(=O)COC(=O)CNC(=O)c1ccc(-c2ccccc2)cc1)c1ccccc1 (stereo unspecified)	-11%	-20%	nt
CCN(CC(=O)NC1CCCCCC1)S(=O)(=O)c1ccccc1	-14%	?	-1%
COc1ccc(C)cc1NC(=O)c1c(C)oc2ncn(CC(C)C)c(=O)c12	-2%	23µM*	-6%
C=CCC1(O)C(=O)Nc2ccccc21 (stereo unspecified)	-13%	4%	0%
O=C(COC(=O)c1cc(S(=O)(=O)N2CCOCC2)ccc1F)Nc1c(Cl)cccc1C(F)(F)F	-8%	-1%	2%
COc1ccc(S(=O)(=O)N2CCCCC2)cc1NC(=O)C1CSC2(C)CCC(=O)N12 (stereo unspecified)	15%	-14%	0%
Cc1ccccc1OCCCC(=O)NC1CCCCC1	-5%	0%	nt
C/C=C/Cn1c(Br)nc2c1c(=O)n(C)c(=O)n2C	4%	-23%	-2%
Cc1ccc(NC(=O)CSc2nnc(-c3nnn(-c4ccc(F)cc4)c3C)o2)cc1Br	4%	-13%	2%
COc1ccc(OC)c(S(=O)(=O)N2CCC(C(=O)N3CCN(c4ccc(F)cc4)CC3)CC2)c1	1%	?	5%
C=CCNCCOCCOc1ccc(Cl)cc1C(C)(C)C	-4%	26µM*	1%
COc1ccc(NC(=O)C(C)n2nc(C)c3c(C)n(-c4ccccc4)nc3c2=O)cc1Cl (stereo unspecified)	2%	?	0%

For convenience, some entries already given:
SMILES	KAT2A inh	DT40 TDP1 no CPT	TDP1 inh
CC(NC(=O)COC(=O)CNC(=O)c1ccc(-c2ccccc2)cc1)c1ccccc1 (stereo unspecified)	-11%	-20%	nt
CCN(CC(=O)NC1CCCCCC1)S(=O)(=O)c1ccccc1	-14%	?	-1%
COc1ccc(C)cc1NC(=O)c1c(C)oc2ncn(CC(C)C)c(=O)c12	-2%	23µM*	-6%
C=CCC1(O)C(=O)Nc2ccccc21 (stereo unspecified)	-13%	4%	0%
O=C(COC(=O)c1cc(S(=O)(=O)N2CCOCC2)ccc1F)Nc1c(Cl)cccc1C(F)(F)F	-8%	-1%	2%
COc1ccc(S(=O)(=O)N2CCCCC2)cc1NC(=O)C1CSC2(C)CCC(=O)N12 (stereo unspecified)	15%	-14%	0%
Cc1ccccc1OCCCC(=O)NC1CCCCC1	-5%	0%	nt
C/C=C/Cn1c(Br)nc2c1c(=O)n(C)c(=O)n2C	4%	-23%	-2%
Cc1ccc(NC(=O)CSc2nnc(-c3nnn(-c4ccc(F)cc4)c3C)o2)cc1Br	4%	-13%	2%
COc1ccc(OC)c(S(=O)(=O)N2CCC(C(=O)N3CCN(c4ccc(F)cc4)CC3)CC2)c1	1%	?	5%
C=CCNCCOCCOc1ccc(Cl)cc1C(C)(C)C	-4%	26µM*	1%
COc1ccc(NC(=O)C(C)n2nc(C)c3c(C)n(-c4ccccc4)nc3c2=O)cc1Cl (stereo unspecified)	2%	?	0%

Continuation:
SMILES	KAT2A inh	DT40 TDP1 no CPT	TDP1 inh
Cc1c(NC(=O)C(C)OC(=O)CNC(=O)c2ccccc2)c(=O)n(-c2ccccc2)n1C (stereo unspecified)	2%	-2%	1%
CN(C)CCNc1nc2sc3c(c2c(=O)n1Cc1ccccc1)CCCCC3	-15%	?	nt
CC(C)(C)CC(C)(C)NC(=O)c1ccc2snnc2c1	-7%	?	nt
COc1ccc(N(C)S(=O)(=O)c2ccc(C)cc2)c([N+](=O)[O-])c1	-2%	?	-1%
CCC(C)C(=O)Nc1nnc(SCC(=O)N2C(C)CCCC2C)s1 (stereo unspecified)	1%	-27%	3%
Cn1c(=O)c2ccccc2n2c(=S)[nH]nc12	-5%	-14%	5%
Cc1n[nH]c(C)c1S(=O)(=O)N1CCN(c2ccccn2)CC1	nt	-11%	2%
O=C(/C=C/c1ccc(Cl)cc1)NCCN1CCOCC1	0%	2%	3%
Cc1cc(C(=O)N/N=C/c2ccccc2)c(C)o1	-2%	-26%	1%
COc1ccc(NS(=O)(=O)c2cccc3nonc23)c(OC)c1	-6%	-22%	-3%
CN1CCN(C(=O)C2=C[C@H](c3ccc(C(F)(F)F)cc3)C[C@H](OCc3ccc(CO)cc3)O2)CC1	3%	?	0%
O=S(=O)(c1ccc(Br)cc1)c1nc(-c2cccs2)oc1SCc1ccc(F)cc1	-4%	?	9%
